LMP1 NFkB inh – reduces LMP1-driven NF-kappaB luciferase signal; LMP1-induced NF-kappaB luciferase reporter cells, luminescence; inhibition, % at 12.5 µM; actives 0.69% (n = 350,000); in the data active = inhibition above about 41%;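 also: 0% = neutral control wells and 100% = reference inhibitor control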
SRC3 inh – human NCOA3 inhibition; actives 0.17% (n = 360,000); inhibition, % at 3.6 µM; HEK293 GAL4-SRC3 luciferase reporter, luminescence;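 active = inhibition above a per-campaign cutoff, the mean of all compounds plus 3 SD, cut at about 60% in these data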;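 also: 0% = DMSO-treated cells and 100% = gossypol-treated cells at 36 µM; higher means less SRC3-driven luciferase light from the GAL4 reporter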
TROY signal inh – TROY signaling inhibition | inhibition, % at 10 µM | Q293 LMP1-TROYcd NF-kB luciferase reporter, 4 h | AID 1347056 | actives 0.98% (n = 360,000);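 active = compounds whose plate-normalised and pattern-corrected inhibition of the luciferase reporter signal at the single screening dose is 50% or more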
COUP-TFII inh – NR2F2 (human) inhibition, primary screen; P24468; HEK293T NGFI-A luciferase reporter, luminescence; inhibition, % at 8.6 µM; actives 0.7% (n = 370,000); AID 686940;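 active = inhibition above a per-plate cutoff, mean inhibition of test wells between control levels plus 3 SD, cut at about 38% in these data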;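 also: cells cotransfected with COUP-TFII expression vector driving the NGFI-A reporter; 0% = median of COUP-TF2 test wells and 100% = reporter-only cells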
Target sequence (P24468 whole entry, looked up): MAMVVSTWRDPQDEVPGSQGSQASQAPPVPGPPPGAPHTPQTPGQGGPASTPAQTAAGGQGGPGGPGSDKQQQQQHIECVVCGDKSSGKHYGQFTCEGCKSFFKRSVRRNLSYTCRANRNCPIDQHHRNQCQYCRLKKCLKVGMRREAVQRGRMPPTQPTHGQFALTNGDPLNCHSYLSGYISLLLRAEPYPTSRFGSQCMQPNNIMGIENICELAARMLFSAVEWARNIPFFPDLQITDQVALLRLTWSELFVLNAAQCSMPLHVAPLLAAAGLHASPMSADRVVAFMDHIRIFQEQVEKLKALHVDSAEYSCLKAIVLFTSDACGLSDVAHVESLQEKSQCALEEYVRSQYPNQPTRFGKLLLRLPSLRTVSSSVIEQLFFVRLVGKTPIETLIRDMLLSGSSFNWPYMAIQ
NOD2-RIPK2 inh – blocks binding of human NOD2 to RIPK2; CHO BLA complementation NOD2-RIPK2, CCF4 ratio; inhibition, % at 4.98 µM; actives 0.38% (n = 360,000); in the data active = inhibition above about 21%;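 also: 0% = vehicle only and 100% = reference blocker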
Target sequence (O43353 whole entry, looked up): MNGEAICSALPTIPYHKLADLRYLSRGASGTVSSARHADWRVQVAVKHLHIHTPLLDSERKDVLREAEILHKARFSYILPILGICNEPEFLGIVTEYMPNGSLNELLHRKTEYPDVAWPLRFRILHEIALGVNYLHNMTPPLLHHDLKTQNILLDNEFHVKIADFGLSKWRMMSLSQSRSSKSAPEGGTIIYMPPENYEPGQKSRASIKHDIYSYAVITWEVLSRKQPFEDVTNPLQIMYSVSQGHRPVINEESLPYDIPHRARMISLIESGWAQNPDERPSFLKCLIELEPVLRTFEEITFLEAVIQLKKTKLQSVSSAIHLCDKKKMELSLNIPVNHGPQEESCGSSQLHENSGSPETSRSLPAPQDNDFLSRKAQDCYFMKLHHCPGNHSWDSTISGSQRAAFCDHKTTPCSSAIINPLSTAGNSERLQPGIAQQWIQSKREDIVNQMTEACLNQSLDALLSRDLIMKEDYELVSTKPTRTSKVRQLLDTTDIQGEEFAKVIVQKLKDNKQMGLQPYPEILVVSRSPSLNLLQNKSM
C8 TRAIL sens – sensitizes caspase-8 expressing cells to TRAIL | inhibition (viability loss, TRAIL sensitization), % at 10 µM | AID 624354 | NB7+C8 cells + TRAIL, ATPlite viability luminescence | actives 1% (n = 360,000);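 active = compounds causing at least 50% loss of cell viability in the single-dose screen, relative to plate controls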
NCOA1 inh – human NCOA1 inhibition. actives 0.12% (n = 360,000). AID 588354. HEK293 GAL4-SRC1 luciferase reporter, luminescence. Q15788. inhibition, % at 3.6 µM;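 active = inhibition above the campaign mean plus 3 SD, with each screening campaign given its own cutoff, cut at about 60% in these data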;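 also: 0% = DMSO treated cells and 100% = gossypol at 36 µM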
NR5A2 inv ag – inverse agonists of human LRH-1 (NR5A2). actives 0.13% (n = 360,000). HEK293T StAR-luciferase reporter, LRH-1 transfected, 24 h. inhibition, % at 3.6 µM;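 active = inhibition above the mean inhibition of all tested compounds plus 3 SD, cut at about 73% in these data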;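 also: 0% = DMSO wells and 100% = reporter-only cells lacking LRH-1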
NCOA2 inhibitor – inhibits human steroid receptor coactivator 2; Q15596; HEK293 GAL4-SRC2 luciferase reporter, luminescence; inhibition, % at 9 µM; actives 0.17% (n = 370,000); AID 651957;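 active = inhibition above the mean inhibition of all tested compounds plus 3 SD, set per campaign, cut at about 52% in these data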;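 also: 0% = DMSO treated cells and 100% = cells given Gossypol at 36 µM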
Vif imaging – HIV Vif inhibition; HEK293T cells, Vif self-association by quenched fluorescence, imaging, 24 h; inhibition, % at 7.49 µM; actives 0.35% (n = 340,000); in the data active = inhibition above about 50%, passing the limit was not always enough; also: some results filed as inactive read as strong as hits
TLR9-MyD88 block – blocks human TLR9 binding to MyD88; Q9NR96+Q99836; CHO BLA complementation TLR9-MyD88, CCF4 FRET ratio; inhibition, % at 4.98 µM; actives 0.21% (n = 340,000);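 active = inhibition above the mean over all tested compounds plus 3 SD, cut at about 21% in these data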;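 also: 0% = DMSO only wells and 100% = clavulanate BLA inhibitor control wells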
The depositor's hits bear a star; x = not tested or not shown.

SMILES	LMP1 NFkB inh	SRC3 inh	TROY signal inh	COUP-TFII inh	NOD2-RIPK2 inh	C8 TRAIL sens	NCOA1 inh	NR5A2 inv ag	NCOA2 inhibitor	Vif imaging	TLR9-MyD88 block
CCCOc1ccc(-c2nc(N)n[nH]2)cc1	-2.3	-54.8	8.9	-49.2	-2.5	8.9	-50.9	-63.1	-42.8	-0.5	-11.8
C[C@H](CO)N1C[C@H](C)[C@@H](CN(C)Cc2ccccc2)Oc2c(NC(=O)c3ccncc3)cccc2C1=O	-2.9	10.0	9.4	-15.4	-4.0	-8.2	0.2	-1.3	-29.5	-7.8	-7.4
CC(=O)Nc1c2c(nn1-c1ccccc1C)CS(=O)C2 (centres undefined)	-2.3	13.2	-15.1	-5.6	-5.0	-13.9	-2.2	6.5	-21.6	-5.6	2.2
CCOC(=O)C1=C(C)NC(=O)NC1c1ccc(OCC(=O)OC)c(OC)c1 (centres undefined)	-2.2	14.8	13.0	-0.2	-3.0	2.5	-17.4	-5.1	-22.6	13.9	-14.7
CCCc1cc(=O)[nH]c(SCC(=O)NCCCC(=O)OCC)n1	-6.5	12.0	3.4	1.2	-0.4	-3.7	-13.8	0.4	2.9	-6.0	5.8
CC(=O)Nc1ccc(/C=C(\C#N)C(=O)NC2CCCCC2C)cc1 (centres undefined)	-7.8	-5.2	-10.5	17.5	0.3	0.0	-15.7	5.2	2.4	13.3	8.2
COc1ccc(-c2nnc(N(C)C(=O)c3ccco3)s2)cc1OC	-4.7	4.5	-48.2	-3.1	-12.7	2.7	10.2	5.8	-7.8	4.1	2.2
Cc1cc(NC(=O)CSc2nnc(-c3cccnc3)n2C2CCCCC2C)no1 (centres undefined)	-5.2	2.8	-96.1	-5.4	-7.9	-3.4	-16.2	-19.4	-10.7	-9.6	-10.1
O=C(Nc1cccc(-c2cccc(F)c2)c1)C1CCN(C2CCOCC2)CC1	-3.6	11.3	7.0	14.0	2.4	12.4	-10.1	0.7	15.4	-1.0	-2.9
Cc1cccc(N2CC(C(=O)Nc3nnc(SCc4ccccn4)s3)CC2=O)c1 (centres undefined)	4.9	-0.9	-15.5	-4.9	-19.3	-1.4	-12.6	18.7	5.4	-7.1	7.0
CSCc1cc(N(C)c2ccccc2)nc(-c2ccccn2)n1	-6.8	35.5	23.6	34.5	5.2	-7.2	-19.5	18.5	7.8	-10.4	-9.1
Cc1ccn(CC(=O)N2CCCC(N3CCN(c4cccc(C(F)(F)F)c4)CC3)C2)n1 (centres undefined)	-3.1	-11.8	-8.4	-0.9	-0.7	-5.8	16.8	-5.9	-13.0	x	-11.8
O=C(CCC(=O)N1CCOc2ccccc21)NCCN1CCOCC1	-6.9	1.1	9.4	-4.2	16.6	-17.8	-12.4	4.3	4.2	0.2	8.2
CCSc1nnc(NC(=O)CN2C(=O)NC3(CCCC3)C2=O)s1	-5.2	21.0	-9.0	-14.3	-1.4	3.4	-2.0	7.8	5.9	19.9	0.7
CN1CCOCCOCCN(C)C(=O)N2CCOCCOCCN(CCOCC2)C1=O	-3.6	4.2	-5.7	-2.6	3.6	-2.2	-2.5	-3.4	10.0	4.8	-5.3
CC1=NN(C(N)=S)C(=O)C1N=Nc1c(C)n(C)n(-c2ccccc2)c1=O (centres undefined)	-3.1	-1.1	10.7	-10.7	-0.5	5.7	5.3	-1.8	-3.9	-2.9	-2.1
C=CCc1cc(C=Nc2ccc(N3CCOCC3)cc2)cc(OCC)c1O	4.1	10.5	13.9	-1.7	-8.8	-2.7	2.5	9.1	-2.8	4.3	-9.7
CCOc1cc(/C=N/NC(=O)C(C)Sc2ccccn2)ccc1O (centres undefined)	4.9	-3.0	-20.7	5.9	-4.6	-8.4	-10.3	19.6	18.0	-0.4	7.7
C[C@H]1CN([C@@H](C)CO)S(=O)(=O)c2ccc(Br)cc2O[C@@H]1CN(C)C(=O)c1cccnc1	-2.5	10.5	6.5	-11.7	-13.8	-5.2	-14.9	1.1	-9.5	-1.1	4.4
CCN(CC)C(=O)c1cccc(-c2csc(C(O)(c3ccccc3)C(F)(F)F)n2)c1 (centres undefined)	x	-19.0	38.6	10.0	-1.2	-6.2	6.7	16.0	-16.3	-27.9	x
COCCCN1C(=O)C2C(C(=O)Nc3cccc(Cl)c3)C3C=CC2(O3)C1C(=O)NC1CCCCC1 (centres undefined)	-0.3	-39.4	0.7	x	6.3	-2.8	-2.3	-19.3	x	39.1	5.5
COC(=O)c1sccc1NC(=O)CC1C(=O)NCCN1C(=O)c1ccc(C)c(C)c1 (centres undefined)	-8.4	3.2	-14.4	0.6	-1.0	-11.9	-8.5	3.7	-12.7	8.4	1.9
COc1cc2c(=O)n(CC3CCCO3)c(=O)n(CC(=O)Nc3cccc(Cl)c3)c2cc1OC (centres undefined)	84.6*	-1.3	5.2	3.6	-7.4	-0.1	-4.5	7.2	6.8	2.6	-12.3
Cc1ccc(NC(=O)C2CCCN(S(=O)(=O)c3cccc4cccnc34)C2)cc1 (centres undefined)	2.8	7.3	11.2	25.2	-5.8	10.1	-6.7	-2.5	-1.7	-3.4	-5.9
O=C(NNc1ccc(Cl)nn1)c1ccc(Cl)cc1	-0.2	-18.8	-13.3	8.8	-3.1	-4.5	-5.7	-3.8	-16.3	15.9	4.4
Cc1oc2cc3oc(=O)c(CCC(=O)N[C@H](C(=O)O)C(C)C)c(C)c3cc2c1C	0.5	-1.2	-7.7	-3.6	0.2	-6.0	-14.7	-12.4	13.6	-5.2	5.0
CCOC(=O)Nc1nc2ccccc2s1	4.7	-67.1	-88.4	-33.8	-5.3	9.9	-91.7	-83.5	-33.0	-5.1	-8.5
CCCCCCCNC(=O)COc1ccc2c(c1)C(=O)CC(C)(C)O2	6.3	-0.3	-1.4	11.5	10.6	6.5	-1.7	14.7	13.8	0.0	7.6
O=C(Nc1ccc(F)cc1)C(c1cccc(F)c1)N1CCN(CC(=O)N2CCCC2)CC1 (centres undefined)	x	x	x	2.9	-11.7	-8.9	x	25.2	-11.6	x	x
Cc1cccc(OCC(=O)NNC(=O)C2CCN(c3ncnc4sc(C)c(C)c34)CC2)c1	2.1	-3.9	39.6	3.5	1.4	-2.0	-11.9	10.8	-5.6	-0.1	1.3
O=S(=O)(c1cccc2cccnc12)n1cnc2ccccc21	2.1	8.1	7.2	3.1	-0.1	-0.1	-14.6	4.6	-5.3	22.3	-8.6
CC(=O)c1ccc(NC(=O)c2ccc(-n3cnnn3)cc2)cc1	-0.7	-9.8	1.9	-9.3	-1.8	3.4	17.7	-2.9	-3.8	-11.7	-2.8
COc1ccc(OCCSc2nnc(CCNC(=O)c3ccc(Cl)c(Cl)c3)n2C)cc1	-9.0	6.8	-8.8	-6.5	-11.1	-0.3	-8.9	-3.8	10.4	-5.0	0.0
CCC(C(=O)Nc1nc(C)c(C(=O)OC)s1)c1ccccc1 (centres undefined)	5.0	9.1	-2.7	3.4	0.2	-7.1	8.3	18.4	-13.2	-0.5	5.2
COc1ccc(N2CC(C(=O)Nc3ccncc3)CC2=O)cc1 (centres undefined)	-7.2	0.5	2.3	-7.0	-7.4	6.2	5.1	-14.0	4.5	21.1	-3.4
COc1cccc(NC(=O)c2ocnc2C)c1	-9.2	-24.1	-20.8	-18.3	-1.6	8.9	-44.4	-42.8	-28.3	8.9	-10.1
O=C(NCCCN1CCCC1=O)[C@H](CSCc1ccccc1)N1Cc2ccccc2C1=O	-1.5	-11.8	14.2	-21.1	-16.7	28.9	-3.5	-0.8	10.3	-5.7	-0.3
Cc1ccc2c(c1)N(C(=O)CCC(=O)NCCCN1CCN(C)CC1)CC(C)O2 (centres undefined)	3.5	7.2	2.6	2.5	3.3	-7.8	2.8	-3.5	38.0	2.3	5.7
N#C/C(C(=O)NCc1ccccc1)=C1/N=C(NC(=O)c2ccco2)c2ccccc21	-11.1	-8.5	1.0	-28.1	0.1	7.3	-29.2	-29.0	-69.5	5.8	8.2
CCOC(=O)C1CCCN(S(=O)(=O)c2ccc3ccccc3c2)C1 (centres undefined)	5.1	10.4	0.8	x	-5.1	5.9	-2.3	-10.8	x	-10.7	-3.9
O=C(OCc1nnc(-c2ccccc2)o1)c1ccco1	-0.1	-12.2	-52.2	-5.6	-2.3	-7.0	-1.2	0.8	7.7	x	4.9
O=C(NCCc1ccccn1)c1cc(-c2ccccc2Cl)nc2ccccc12	-2.9	11.6	7.5	0.3	4.5	-5.3	-13.5	0.4	-5.1	-0.8	5.4
O=C1Nc2ccccc2/C1=N\N1CCOCC1	-1.8	3.3	-6.5	-10.9	-10.4	3.4	2.4	8.8	-1.2	1.1	-3.8
Cc1c(Cl)cccc1S(=O)(=O)Nc1ccnn1C	2.8	4.7	-2.1	1.9	-0.1	-0.1	-15.9	-18.0	-12.4	6.7	3.0
COc1ccccc1OCC(=O)N/N=C1\CCCCc2ccccc21	7.2	-12.8	-0.3	-6.2	-2.9	5.0	-3.6	-8.7	-13.5	-2.8	5.8
COc1cccc(N(C(=O)c2snc(C(N)=O)c2N)C(C(=O)NCC2CCCO2)c2c[nH]c3ccccc23)c1 (centres undefined)	-5.3	3.5	-0.6	-1.1	2.2	7.8	-13.9	12.7	15.4	-10.5	-24.0
O=C(NCC(=O)N(CC1CCCO1)C(C(=O)NC1CCCC1)c1cccnc1)c1ccco1 (centres undefined)	-4.3	-1.6	-3.3	5.7	1.2	1.5	6.3	2.9	-2.8	-16.8	-11.5
O=C(O)CCCc1nc(-c2ccccc2)no1	4.4	-2.1	-12.2	13.6	-12.9	-2.8	7.3	3.7	-18.2	-1.0	9.5
COc1ccc(CCN(C)C(=O)c2cc(-c3ccc(C)cc3)nc3ccccc23)cc1OC	10.3	-24.3	3.2	2.7	-7.7	-2.2	-4.5	15.2	-14.0	-13.2	-3.6
Cc1ccc(-c2nc3cccnc3s2)cc1NS(C)(=O)=O	-17.6	-28.4	-39.6	-30.8	-9.3	2.5	-41.1	-2.1	-94.1	-5.9	6.2
C#CCOCCOCCOCCNc1nc(N2CCOCC2)nc(N2CCN(C(=O)[C@H](C)n3cc(CCCN=C(N)N)nn3)CC2)n1	0.6	-0.3	-9.4	4.1	-9.3	10.8	-7.3	5.8	12.7	-18.1	1.8
COc1ccc(C2CC(c3ccc(Cl)cc3Cl)Nc3nc(N)nn32)cc1 (centres undefined)	-5.6	-11.0	4.2	8.6	8.8	-5.6	2.2	-6.4	3.2	-4.6	3.9
COc1ccccc1N1C(=O)C2CC(C)=C(C)CC2C1=O (centres undefined)	-0.2	-14.1	17.9	4.2	0.4	-3.0	-4.6	11.8	-2.0	-0.3	-3.9

Compound activity: PubChem BioAssay, several laboratories

Some of the compounds tested (hit frequency here may not be typical).
